Screening results: PubChem BioAssay, several laboratories
GDH-TPI counter: inhibits GDH-TPI coupling enzymes, artifact for Mtb FBA screen. GDH-TPI coupled enzyme counterscreen, NADH absorbance. inhibition, % at 4.8 µM. actives 1.2% (n = 360,000). AID 588335; in the data active = inhibition above about 30%;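 note: 0% = DMSO wells and 100% = wells lacking the enzyme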
UGM FP inh: blocks M. tuberculosis UGM enzyme | P9WIQ1 | purified UGM, fluorescence polarization probe displacement | inhibition, % at 10 µM | actives 0.06% (n = 320,000); in the data active = inhibition above about 10%, passing the limit was not always enough; inconclusive = no clear call, values can overlap the other calls
TcdB GH inh: blocks C. difficile toxin B glycohydrolase activity; P18177; TcdB glycohydrolase enzymatic assay, plate reader; actives 0.24% (n = 350,000); inhibition, % at 9.99 µM; in the data active = inhibition above about 10%
Target sequence (P18177 whole entry, looked up): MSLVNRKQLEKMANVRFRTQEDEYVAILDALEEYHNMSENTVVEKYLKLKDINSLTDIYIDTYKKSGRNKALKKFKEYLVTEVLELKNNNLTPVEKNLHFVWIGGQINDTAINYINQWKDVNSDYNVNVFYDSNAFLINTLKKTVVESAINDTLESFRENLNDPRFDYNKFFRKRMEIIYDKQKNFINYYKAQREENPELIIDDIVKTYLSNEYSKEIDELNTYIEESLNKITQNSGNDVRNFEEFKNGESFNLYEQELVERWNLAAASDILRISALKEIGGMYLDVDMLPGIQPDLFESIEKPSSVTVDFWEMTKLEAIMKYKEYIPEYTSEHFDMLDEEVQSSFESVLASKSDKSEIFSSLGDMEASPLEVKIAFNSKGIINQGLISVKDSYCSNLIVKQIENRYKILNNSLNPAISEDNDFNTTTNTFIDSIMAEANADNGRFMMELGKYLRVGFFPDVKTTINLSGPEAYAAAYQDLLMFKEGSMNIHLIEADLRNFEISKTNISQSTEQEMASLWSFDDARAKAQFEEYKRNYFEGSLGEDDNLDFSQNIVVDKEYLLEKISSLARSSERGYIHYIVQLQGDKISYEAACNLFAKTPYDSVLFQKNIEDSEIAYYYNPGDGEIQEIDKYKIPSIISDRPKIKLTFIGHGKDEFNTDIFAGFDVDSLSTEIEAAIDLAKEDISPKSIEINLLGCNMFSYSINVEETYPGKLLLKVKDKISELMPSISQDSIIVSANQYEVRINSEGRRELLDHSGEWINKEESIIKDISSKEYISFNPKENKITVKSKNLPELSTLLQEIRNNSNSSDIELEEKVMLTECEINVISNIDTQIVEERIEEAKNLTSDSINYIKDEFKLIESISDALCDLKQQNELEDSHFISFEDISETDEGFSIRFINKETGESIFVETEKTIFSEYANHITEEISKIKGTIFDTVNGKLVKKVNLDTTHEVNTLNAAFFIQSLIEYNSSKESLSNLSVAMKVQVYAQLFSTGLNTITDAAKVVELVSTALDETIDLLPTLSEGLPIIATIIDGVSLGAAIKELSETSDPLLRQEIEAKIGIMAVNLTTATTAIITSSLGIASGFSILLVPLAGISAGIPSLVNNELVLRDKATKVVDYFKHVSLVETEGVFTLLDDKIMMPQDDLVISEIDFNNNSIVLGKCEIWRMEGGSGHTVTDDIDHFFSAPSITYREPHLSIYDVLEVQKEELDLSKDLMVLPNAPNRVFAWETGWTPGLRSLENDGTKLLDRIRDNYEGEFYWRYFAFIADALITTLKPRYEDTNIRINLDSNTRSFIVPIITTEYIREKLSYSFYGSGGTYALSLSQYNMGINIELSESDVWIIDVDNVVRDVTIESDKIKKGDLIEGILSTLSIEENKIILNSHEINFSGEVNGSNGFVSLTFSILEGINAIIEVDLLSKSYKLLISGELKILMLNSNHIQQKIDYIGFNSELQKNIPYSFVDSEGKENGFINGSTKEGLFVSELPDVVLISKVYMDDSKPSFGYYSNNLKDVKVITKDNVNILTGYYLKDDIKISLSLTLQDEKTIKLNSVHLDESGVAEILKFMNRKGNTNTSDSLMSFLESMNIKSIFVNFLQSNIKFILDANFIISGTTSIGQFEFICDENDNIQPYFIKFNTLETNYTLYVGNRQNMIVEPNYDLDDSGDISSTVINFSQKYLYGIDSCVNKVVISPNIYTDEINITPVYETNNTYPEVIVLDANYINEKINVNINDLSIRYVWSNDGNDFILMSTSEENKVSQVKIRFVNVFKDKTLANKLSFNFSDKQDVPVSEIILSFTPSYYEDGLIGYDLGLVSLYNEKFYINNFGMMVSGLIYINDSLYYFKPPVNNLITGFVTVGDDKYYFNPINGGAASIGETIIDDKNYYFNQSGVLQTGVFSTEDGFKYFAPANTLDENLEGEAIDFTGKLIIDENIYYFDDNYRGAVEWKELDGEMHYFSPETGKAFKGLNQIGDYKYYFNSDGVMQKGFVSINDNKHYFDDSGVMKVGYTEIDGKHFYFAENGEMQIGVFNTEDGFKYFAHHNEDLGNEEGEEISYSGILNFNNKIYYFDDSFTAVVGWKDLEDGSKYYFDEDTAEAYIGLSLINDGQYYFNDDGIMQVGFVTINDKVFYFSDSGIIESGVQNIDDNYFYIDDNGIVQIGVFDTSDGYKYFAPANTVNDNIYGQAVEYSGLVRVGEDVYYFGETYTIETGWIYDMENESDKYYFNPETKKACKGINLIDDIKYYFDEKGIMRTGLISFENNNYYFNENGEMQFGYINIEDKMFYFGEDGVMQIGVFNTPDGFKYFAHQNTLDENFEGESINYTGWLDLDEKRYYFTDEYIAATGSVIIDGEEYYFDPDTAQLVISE
Vc quorum ag: inducers of Vibrio cholerae quorum light production without autoinducers | V. cholerae BH1578 lux reporter, luminescence, 6 h | activation, % at 18.7 µM | actives 0.16% (n = 350,000); in the data active = activation mostly above about 9.7%, no sharp cut-off; inconclusive = no clear call, values can overlap the other calls; inactive = mostly below about 3.7%; note: not every result past the cut was called active; inactives centre near 0; reference of the scale not given here
FBA Mtb inh: Mtb fructose-bisphosphate aldolase inhibition. P9WQA3. AID 588726. purified M. tuberculosis FBA, fluorescence read-out. actives 2.3% (n = 360,000). inhibition, % at 1 µM; in the data active = inhibition above about 27%;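 note: 0% = vehicle and 100% = reference inhibitor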
BioA inh: blocks M. tuberculosis BioA enzyme activity; purified M. tuberculosis BioA enzyme, plate reader; inhibition, % at 9.99 µM; actives 0.096% (n = 360,000); in the data active = inhibition above about 40%; inconclusive = no clear call, values can overlap the other calls
FadD28 binding: inhibitors of Mycobacterium tuberculosis FadD28 bisubstrate binding. FadD28 bisubstrate probe binding, fluorescence polarization. inhibition, % at 12.5 µM. actives 0.22% (n = 360,000). AID 588549; in the data active = inhibition above about 8.5%, passing the limit was not always enough; inconclusive = no clear call, values can overlap the other calls
Y pestis TopoI: blocks Yersinia pestis topoisomerase I activity | Y. pestis Topo-I cleavage product accumulation, plate reader | activity, % at 10 µM | actives 0.064% (n = 360,000) | AID 504884; in the data active = activity above about 50%, passing the limit was not always enough; inconclusive = no clear call, values can overlap the other calls; note: inactives centre near 2
PfHsp40 rescue: restores yeast growth despite PfHsp40 toxicity | S. cerevisiae expressing PfHsp40, growth rescue, ATP luminescence | growth rescue, % at 12.5 µM | actives 0.68% (n = 340,000) | AID 504582; in the data active = growth rescue above about 28%, passing the limit was not always enough; inconclusive = no clear call, values can overlap the other calls;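 note: yeast W303a lacking pdr1 and pdr3 grown in galactose medium; growth measured after three days at 30 °C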
Numbers without * were called inactive; i = inactive; u = inconclusive; x = no result given.

SMILES	GDH-TPI counter	UGM FP inh	TcdB GH inh	Vc quorum ag	FBA Mtb inh	BioA inh	FadD28 binding	Y pestis TopoI	PfHsp40 rescue
NN=C(NN=Cc1ccccc1)c1ccccc1	4	x	-0.3	-1.0	2	x	0.9	3	0.5
CC(C)Cc1nnc(NC(=O)CCC(=O)N2CCN(c3ccc([N+](=O)[O-])cc3)CC2)s1	7	-1.6	1.3	-0.2	-8	2.5	0.1	29	-0.3
CCc1nc2c(sc3nc4c(cc32)COC(C)(C)C4)c(=O)n1CCN(CC)CC	-1	-1.9	-1.2	i	3	-4.1	0.2	13	1.6
CC1Cc2ccccc2N1C(=O)CSc1ccccn1 (configuration not stated)	6	x	2.9	-5.0	1	3.4	-0.6	13	x
COc1ccc(CC(=S)N2CCOCC2)cc1F	1	-0.7	-0.3	-0.2	4	x	-0.9	1	0.8
O=C(Cc1ccccc1)Nc1ccccc1N1CCN(c2ccccc2)CC1	4	1.3	0.2	-0.4	-1	-3.2	0.2	-6	1.7
O=C(COC(=O)/C=C/c1ccco1)NCc1ccc(Cl)cc1Cl	8	1.2	1.3	3.9	1	-1.1	-2.2	12	3.1
O=C(c1ccc(F)cc1F)N1CCCc2ccccc21	9	0.3	-0.2	i	1	-0.6	-0.6	7	-1.8
O=C(COc1ccccc1)Nc1ccc(Cl)c(-c2nc3ncccc3o2)c1	-2	-1.2	x	x	0	-0.7	1.6	8	0.2
O=[N+]([O-])c1ccc(-c2nn(-c3ccccc3)cc2/C=N/n2c(-c3cccs3)n[nH]c2=S)cc1	2	-1.3	0.9	0.6	2	2.4	-1.5	-3	-0.2
Oc1ccc(C23CCCC2C2(CCCC2)c2ccc(O)cc2O3)c(O)c1 (configuration not stated)	-5	-1.3	0.5	i	-1	5.3	-1.3	-19	-1.5
Cn1c(=O)c2ncn(CC(=O)NC3CCCCCC3)c2n(C)c1=O	5	-2.2	x	i	-6	-1.2	-1.8	-2	-0.4
COCCNC(=O)c1cnn2c(C(F)(F)F)cc(-c3ccc4c(c3)OCO4)nc12	-7	-1.0	x	i	1	-0.6	-2.5	-8	-0.5
COC(=O)CNC(=O)CCc1nnc(C2(c3ccc(Cl)cc3)CCC2)o1	4	-1.9	1.0	i	1	x	-1.4	0	u
CCN1CCN(C(c2cccs2)C(C)NC(=S)Nc2cc(C)ccc2C)CC1 (configuration not stated)	4	0.7	0.6	-0.3	-1	x	-3.8	-1	-1.7
Cc1ccc(C)c(Cn2nnc3c(=O)[nH]c(C(=O)Nc4ccc(F)cc4)nc32)c1	-2	0.4	-1.4	i	4	x	-1.9	4	1.0
CCC1(C)Cc2ccccc2-c2nc(SC)[nH]c(=O)c21 (configuration not stated)	5	0.0	1.2	i	4	x	-1.7	22	-1.6
CC(CC(=O)O)CC(=O)Nc1ccccc1C(=O)O (configuration not stated)	6	8.3	x	i	8	-1.3	1.1	0	-0.3
CCC(C)NC(=O)C1c2ccccc2C(=O)N1Cc1ccccc1OC (configuration not stated)	19	3.0	x	-0.3	-1	-3.9	-0.6	-6	0.3
CC1(C)CC(NC(=O)COc2ccccc2Cl)CC(C)(C)N1	5	-1.1	1.0	-0.4	-1	-1.9	-1.5	0	-1.0
Cc1cccc(NC(=O)c2cccc(S(=O)(=O)NCc3ccccc3)c2)n1	-1	3.4	0.8	i	3	0.2	0.2	-8	-0.9
COC(=O)c1cc2n(n1)CCN(Cc1ccccc1Cl)C2=O	2	3.6	x	-0.4	1	x	-4.0	1	-0.9
COc1ccc([C@H]2CC(=O)C=C(c3ccc(OC(F)(F)F)cc3)C2)cc1OC	-5	3.9	2.1	i	-3	1.4	-4.7	31	2.9
COc1ccccc1CNC(=O)/C(C#N)=C/c1ccc(OC)c(OC)c1OC	17	-0.7	0.3	-1.9	1	0.5	-0.1	25	-0.9
COc1ccc(S(=O)(=O)N2CCCC(C(=O)Nc3ccc(NC(=O)c4ccccn4)cc3)C2)cc1 (configuration not stated)	2	2.2	x	-0.2	1	-0.1	1.0	2	-0.7
CC1(C)CC(C(CC(=O)Nc2nccs2)c2ccccc2)CCO1 (configuration not stated)	7	1.6	-4.3	x	-1	x	0.4	-7	-0.2
CN(CC(=O)Nc1ccc(Cl)c(C(F)(F)F)c1)C(=O)c1cccnc1Sc1ccccc1	-9	-2.6	2.2	i	1	4.4	u	0	2.9
CON(C)C(=O)CCN(C(=O)OC(C)(C)C)c1ccccc1	4	x	1.1	-0.6	0	-0.3	-4.4	2	-1.0
CCc1nc2oc3ccccc3c(=O)c2cc1C(=O)OC	6	0.0	-0.2	i	0	-0.3	x	8	0.3
COc1ccc(Cc2nnc(SCc3nc4ccccc4c(=O)[nH]3)n2C)cc1	9	-6.7	x	-5.0	3	-3.2	0.1	0	-0.4
Cc1ccc2c(COC(=O)c3ccc(NC(=O)CC#N)cc3)cc(=O)oc2c1C	-4	-0.4	1.6	-0.6	1	-0.8	x	3	-0.4
CCOC(=O)c1c(C)c(C(=O)NCCc2ccc(S(N)(=O)=O)cc2)c(C)n1CC	8	0.5	x	i	-2	1.8	-2.2	5	0.2
CC(C)OC(=O)CSc1nnc(Cc2ccccc2)n1Cc1ccco1	-5	1.4	x	-0.2	1	x	-3.9	17	-1.0
CC(C)(Oc1ccc(Cl)cc1)C(=O)Nc1cccc(S(=O)(=O)NC2=NCCC2)c1	-2	0.6	-3.6	-5.7	5	-3.1	-0.1	-5	1.3
COc1ccc(C(CNC(=O)c2cc(S(=O)(=O)Nc3cccc(C)c3)ccc2C)N2CCOCC2)cc1 (configuration not stated)	9	x	-1.9	-0.9	2	1.9	-1.9	7	0.0
CCCCCN1C(=O)Cn2c(nc3ccccc3c2=O)C1C (configuration not stated)	0	-1.5	0.9	i	-1	x	-0.3	-8	-0.6
CCCOC(=O)NC1CCS(=O)(=O)C1 (configuration not stated)	-14	-0.1	x	17*	-3	-1.7	-2.4	5	-0.9
O=S1(=O)CC(N2CCCCC2)CN1C1CCCCC1 (configuration not stated)	x	x	1.5	x	4	2.4	-4.9	x	x
COc1cccc(/C=N/NC(=O)c2nnn(-c3nonc3N)c2CN(C)C2CCCCC2)c1	4	x	0.7	-0.5	1	-0.8	0.0	5	x
COc1ccc(F)c(CN2CCCC(CO)(Cc3cccc(Cl)c3)C2)c1 (configuration not stated)	-4	-0.7	-0.4	-0.5	-1	-0.1	-3.5	25	-1.2

Looked up above.
In UGM FP inh, COC(=O)c1cc2n(n1)CCN(Cc1ccccc1Cl)C2=O is entered as 3.6
In BioA inh, Cc1ccc2c(COC(=O)c3ccc(NC(=O)CC#N)cc3)cc(=O)oc2c1C is entered as -0.8

Remaining list, next part.
SMILES	GDH-TPI counter	UGM FP inh	TcdB GH inh	Vc quorum ag	FBA Mtb inh	BioA inh	FadD28 binding	Y pestis TopoI	PfHsp40 rescue
Cc1cc(C(=O)N/N=C/c2cccc([N+](=O)[O-])c2O)n[nH]1	-1	0.1	-9.3	-0.3	-5	x	-4.2	-6	0.1
Cc1cc(C(=O)OCC(=O)Nc2ccc(F)c(F)c2)c(C)o1	-13	-0.1	x	-7.1	0	3.3	-3.8	1	-1.5
NS(=O)(=O)c1ccc(Nc2ncccc2[N+](=O)[O-])cc1	7	-2.1	0.6	-0.4	-2	-1.7	-1.6	-3	-1.6
COc1ccc(CC(=O)OCC(=O)Nc2ccc3c(c2)OCO3)cc1OC	0	0.1	0.7	i	1	x	-1.4	1	0.0
COc1cc(/C=C(\C#N)c2nc(-c3cc4ccccc4oc3=O)cs2)ccc1O	6	1.7	-1.1	-0.2	2	x	0.4	-3	-2.6
CC(C)(C)OC(=O)N1Cc2cc3ccccc3nc2C1CO (configuration not stated)	2	-3.5	-0.1	i	2	-1.1	-1.8	4	0.1
COc1cccc(CN(C)CC(=O)Nc2ccccc2C(C)C)c1	7	-6.2	-3.8	i	-2	x	1.0	18	0.1
Cn1c(=O)c2c(ncn2CC(=O)OCc2ccccc2)n(C)c1=O	-10	-1.7	x	-0.1	2	-0.7	-1.4	-10	0.9
COc1ccc(C)cc1NC(=S)N1CCOCC1	6	0.7	0.3	i	-1	-1.7	-4.1	-9	-0.8
COC(=O)[C@H](CC(C)C)NC(=O)Nc1cccc(Br)c1	-5	-1.5	1.4	-2.9	2	x	-2.6	-5	2.0
COc1ccc(C(C(=O)NCC2CCCO2)N(Cc2cccs2)C(=O)c2snc(C(N)=O)c2N)cc1OC (configuration not stated)	23	-0.2	0.4	3.3	4	-1.3	-2.0	3	0.1
Cc1ccc(Cc2cnc(NC(=O)/C(C#N)=C/c3ccc(-c4cccc([N+](=O)[O-])c4)o3)s2)cc1	14	2.5	x	-1.3	0	0.3	-3.0	-6	-1.0
CCOC(=O)C1CCN(c2c(N3CCN(c4ccccc4OC)CC3)c(=O)c2=O)CC1	5	x	-0.6	2.2	1	-3.4	-1.6	4	0.0
Cc1ccc(-c2ccc(=O)n(CC(=O)N3CCN(c4cc(Cl)ccc4C)CC3)n2)cc1	-4	-4.1	1.8	-0.3	-8	-1.5	-5.4	8	-0.6
Cc1cccc(-n2c(SC(C)C(=O)O)nc3sc4c(c3c2=O)CCCC4)c1 (configuration not stated)	3	2.8	-0.8	-1.1	4	0.5	x	5	0.5
COc1ccc(NC(=O)CSc2nc(O)cc(=O)n2-c2ccccc2OC)cc1	3	-2.3	1.1	i	-1	-1.3	-4.3	-1	-0.7
Cc1ccc(CCN2CC(C(=O)NC3CCC(C)CC3)CC2=O)cc1 (configuration not stated)	-1	x	1.1	i	-2	0.1	-0.9	7	x
COc1cc(NC(=O)CN2C(=O)NC(C)(CCC(C)C)C2=O)cc(OC)c1 (configuration not stated)	9	-0.5	x	i	2	1.3	-3.4	4	0.5
COc1cccc(C(C)(O)c2nc(/C=C/c3ccccc3)cs2)c1 (configuration not stated)	7	x	0.7	0.4	-3	-2.8	-1.9	9	x
CCC(=O)c1ccccc1OCCN1CCN(Cc2ccccc2)CC1	-4	0.4	1.6	0.0	4	x	-4.6	7	-0.9
CC1CCN(C(=O)CCN2C(=O)C3C4C=CC(C4)C3C2=O)CC1 (configuration not stated)	-2	0.7	0.1	i	-3	-0.6	-1.8	-8	-0.6
COc1cccc(C(C)(O)c2nc(-c3ccc4ccccc4c3)cs2)c1 (configuration not stated)	-2	x	0.3	1.3	-4	-1.2	-3.0	-1	x
CCCSCCCNC(=O)c1cc2c(s1)CS(=O)(=O)C2	-2	-1.0	x	-1.4	-2	0.6	-5.7	-4	0.1
O=C(N/N=C/c1cccnc1)c1cccc(NC(=O)c2ccc(Cl)cc2)c1	9	1.2	x	-0.4	1	-2.1	-1.6	8	0.7
COc1ccc(CCC(C)Nc2ccc(F)cc2)cc1 (configuration not stated)	0	-0.5	-0.2	i	-3	-0.4	1.5	21	1.8
COc1ccccc1OCc1nnc(SCC(=O)c2cc(Cl)ccc2OC)o1	-2	2.9	x	-1.3	0	-1.7	-3.3	-6	1.3
NS(=O)(=O)c1ccc(CNC(=O)c2cccc(S(=O)(=O)N3CCc4ccccc43)c2)cc1	-1	-2.7	1.9	-2.5	0	0.4	-4.3	8	1.9
CCOc1ccc(S(=O)(=O)N2CCCC(C(=O)NCc3ccncc3)C2)cc1 (configuration not stated)	5	1.7	0.1	-0.7	2	-3.0	-0.1	1	-0.3
COc1ccccc1NC(=O)Nc1ccccc1SC	8	3.0	0.0	-0.3	-8	x	-1.0	3	-1.1
Cc1ccc2oc(=O)c3cc(C(=O)NCCCN4CCN(C)CC4)sc3c2c1	22	-0.9	0.5	i	14	0.7	-4.2	-10	-1.3
CCOC(=O)N1CCC(NC(=O)CN2C(=O)C(CC)Oc3ccc(C)cc32)CC1 (configuration not stated)	2	2.3	x	i	1	-0.6	0.0	10	0.5
